Bioassay records: PubChem, National Center for Advancing Translational Sciences (NCATS)
A549 viability: counter-screen for Nrf2 inhibitors: cytotoxicity in A549 cells. A549 ARE-Fluc cells, CellTiter-Fluor viability, 18-24 h. Potency, µM (highest dose often 46 µM), without a hit: top-dose activity change, negative = cytotoxicity, actives largely listed as inhibitors. 0.16% of 390,000 active; further: potency means the concentration at half of the fitted maximal effect; on the % scale 0 is the no-effect control and ±100 the full control effect
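Cytotoxicity counterscreen: CellTiter-Fluor fluorescence was measured in A549 ARE_Fluc cells after 18-24 h of compound exposure in a concentration series. The subsequent BugLite luminescent read reports ARE-luciferase activity.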
Abeta rescue: A-beta toxicity reversal in yeast; AID 1347071; Potency, µM (top dose mostly 46.1 µM), without a hit: at the top dose growth rescue, hits mostly activators; 0.063% of 410,000 active; yeast expressing A-beta42, growth rescue, OD600, 48 h; response scale: 0% DMSO, 100% iron-clioquinol control; further: potency means the concentration at half of the fitted maximal effect; nearly all actives have a fitted effect of over 55% in size
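Yeast A-beta toxicity model in growth medium with pinned compounds, 48 h at 30 C; growth read as absorbance at 600 nm. Normalized to FeCl3/clioquinol equimolar mix (positive) and DMSO (negative).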
Nrf2 block: inhibitors of Nrf2 signaling; A549 ARE-Fluc reporter, luciferase luminescence, 18-24 h; Potency, µM (highest dose often 46 µM), for the others: at the highest dose activity change, negative = inhibition, most hits filed as inhibitors; 2.1% of 360,000 active; AID 504444; further: potency means the concentration at half of the fitted maximal effect; on the % scale 0 is the no-effect control and ±100 the full control effect; nearly all actives have a fitted effect of over 60% in size
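Nrf2 activity is the BugLite luminescence, read 15 min after reagent at room temperature, following CellTiter-Fluor cytotoxicity readout (30 min, 37C). Compound titrations were applied for 18-24 h to 5000 A549 ARE_Fluc cells/well in 5% FBS OPTI-MEM.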
MmCpn inh: blocks the Methanococcus maripaludis chaperonin Mm-Cpn; purified Mm-Cpn ATPase, ADP Transcreener TR-FRET; Potency, µM (series often up to 76.9 µM), inactives show at the highest dose activity, negative = inhibition, hits mostly inhibitors; 0.031% of 330,000 active; AID 504842; further: potency means the concentration at half of the fitted maximal effect; on the % scale 0 is the no-effect control and ±100 the full control effect; nearly all actives have a fitted effect of over 80% in size
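TR-FRET (320 nm excitation; 590 and 665 nm emission) reports ADP made from 10 uM ATP by 25 nM enzyme; compounds were preincubated 10 min, reaction run 30 min, both at 37°C.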
Nrf2 activator: Nrf2 pathway activation; Potency, µM (doses to about 46.1 µM), without a hit: top-dose activation, hits mostly activators; 0.31% of 410,000 active; AREc32 ARE-luciferase reporter (MCF7-derived line), luminescence, 24 h; AID 624171; further: potency means the concentration at half of the fitted maximal effect; % of control where 0% means no effect; nearly all actives have a fitted effect of over 65% in size
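Reporter line AREc32 (ARE-Fluc), seeded overnight in OPTI-MEM with 5% FBS; compound pin-transferred, 24 hr at 37 deg C, 5% CO2; luminescent read-out.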
HepG2 tox: HepG2 cytotoxicity, counter-screen for TGF-b inhibitors; HepG2 CAGA-GFP viability, ATP luminescence, 18 h; Potency, µM (titrated, usually from 46.1 µM), for the others: at the highest dose activity change, negative = cytotoxicity, most hits filed as cytotoxic; 0.76% of 410,000 active; further: potency means the concentration at half of the fitted maximal effect; some results filed as inactive show a strong effect at the top dose
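HepG2 CAGA-GFP cells (1000/well, DMEM with 1% FBS) received compound, then TGF-beta at 500 pg/mL final, and were incubated 18 hours at 37 degrees C. Viability was read by CellTiter-Glo luminescence. Media-only wells were set as complete cell-killing and DMSO as no toxicity.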
Akt phos inh: inhibitors of Akt phosphorylation. activity change, % for hits at 50 µM. Neuro2A IGF-stimulated pAkt S473 HTRF, 20 min; active compounds read low. 0.32% of 360,000 active; in the data active means activity change below about -80%; inconclusive means mostly about -51% to -80%; further: on the % scale 0 is the no-effect control and ±100 the full control effect
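Single-point screen (50 µM final compound) in Neuro2A cells stimulated 20 min with 6 nM IGF at 37 deg C. After lysis, Ser473-phosphorylated Akt read by HTRF (ex 330 nm, em 615/665 nm) as the 665/615 ratio.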
TGFb inhibitor: TGF-b pathway inhibition; HepG2 CAGA-GFP TGF-b/SMAD3 reporter, GFP fluorescence, 18 h; TGF-beta stimulated, 500 pg/mL final; Potency, µM (doses to about 46.1 µM), for the others: top-dose activity, negative = inhibition, actives largely listed as inhibitors; 1.2% of 410,000 active; AID 588855; further: potency means the concentration at half of the fitted maximal effect; on the % scale 0 is the no-effect control and ±100 the full control effect; nearly all actives have a fitted effect of over 65% in size
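Inhibition of TGF-beta-driven CAGA-GFP reporter expression in HEPG2 cells is measured by cellular GFP fluorescence after 18 h stimulation with 500 pg/mL recombinant TGF-beta in 1% FBS medium at 37 degrees C.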
CCT modulator: modulators of cytosolic chaperonin (CCT/TRiC) activity; purified chaperonin ATPase assay, HTRF ADP detection, 30 min; activity change, % (test concentration not listed), hits read low; 0.3% of 360,000 active; in the data active means activity change below about -30%; further: on the % scale 0 is the no-effect control and ±100 the full control effect
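ATPase activity: ADP formed was measured by HTRF Transcreener (665/615 nm ratio) after 30 min at 37 deg C with 10 uM ATP. Compounds screened at one 76 uM concentration against 40 or 20 nM TRiC in Tris pH 7.4/KCl/MgCl2/DTT buffer.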
Starred values were filed as active, the others as inactive; i = inactive; ? = inconclusive; · = no result given; [ ] = remark or other dose. Unless noted, the call rests on the fitted dose curve; in most records, active means well fitted curve in the direction sought with a large enough effect; inconclusive means small, poorly fitted or top-dose-only effect, or another doubt; inactive means no such curve, though single readings can be large; an effect the other way counts as inactive or inconclusive. Outcome played no part in choosing rows; any-hit rate near 4.3%.

SMILES	A549 viability	Abeta rescue	Nrf2 block	MmCpn inh	Nrf2 activator	HepG2 tox	Akt phos inh	TGFb inhibitor	CCT modulator
COc1ccccc1CNS(=O)(=O)c1cc(-c2cc(C)no2)ccc1C(C)C	0%	-8%	-19%	-5%	0.6%	-9%	i	-7%	3.8
Cc1cc2nc(-c3ccncc3)cc(C(F)(F)F)n2n1	14%	-3%	0%	-8%	0.8%	-11%	i	2%	0.0
Cn1c(NC(=O)CC(C)(C)C)cc(=O)n(C)c1=O	5%	2%	12%	0%	-1.0%	-3%	i	1%	0.0
COCCNC(=O)C(=O)NCC1OCCN1S(=O)(=O)c1ccc(C)cc1 (stereo not drawn)	0%	-1%	-1%	2%	-0.3%	-6%	i	?	-2.0
Cc1ccc(NC(=O)CSc2nncc3ccccc23)cc1	1%	?	-30%	0%	-0.6%	-1%	i	19%	-3.5
COc1ccccc1N1CCN(CCCCOc2cccc3ccccc23)CC1	-25%	-4%	-2%	-2%	0.0%	-22%	i	-10%	-1.2
CCOC(=O)C1C(=O)NC(C)C1c1ccccc1 (stereo not drawn)	-2%	1%	8%	-3%	-0.5%	3%	i	0%	-2.0
COc1ccc(Cl)cc1-c1n[nH]c(=S)n1C1CCCCC1	-2%	14%	2%	-6%	-0.2%	-14%	i	-5%	-3.5
CSc1nc2c(c(-c3ccccc3)c1C#N)CCC2	4%	-3%	0%	·	0.2%	-23%	·	?	-0.3
COc1ccc(-c2csc(-c3nc(-c4ccc(Br)s4)cs3)n2)cc1F	1%	-7%	20%	·	2.7%	-14%	·	3%	·
Cc1ccc(OCC(=O)N/N=C/C=C/c2ccco2)cc1C	-6%	-16%	10%	1%	?	-4%	i	-16%	-6.5
Cc1ccc(S(=O)(=O)NC(CC(C)C)C(=O)NCC(c2ccco2)N2CCCCC2)cc1 (stereo not drawn)	12%	-12%	?	-3%	3.5%	-17%	i	1%	-0.3
C=CCOc1ccc2c(c1)C(=NO)c1cc(OCC=C)ccc1-2	-7%	-17%	-1%	-27%	-0.8%	-37%	i	?	1.1
Cc1cccc(NC(=S)NC(NC(=O)OCc2ccccc2)C(Cl)(Cl)Cl)c1 (stereo not drawn)	-13%	17%	?	2%	8.2%	-51%	i	?	2.0
COc1ccc(C2(CNC(=O)Cc3ccc(OC)c(OC)c3)CCCC2)cc1	-1%	-16%	-30%	2%	2.7%	0%	i	-7%	-0.2
O=C(Nc1ccon1)C12CC3CC(C1)CC(n1cnc([N+](=O)[O-])n1)(C3)C2	8%	-13%	2%	1%	-0.1%	7%	i	2%	-0.3
O=C(Nc1ccccc1F)Nc1ccccc1F	-1%	-7%	?	2%	1.0%	-22%	i	-3%	0.1
O=C(CN1C(=O)c2ccccc2S1(=O)=O)NCc1ccccc1Cl	-2%	-26%	0%	1%	0.0%	-33%	i	-25%	-4.7
CCCn1c(CCC(=O)Nc2cccc(CC)c2)nc2cccnc21	8%	-19%	?	·	0.7%	-17%	·	6%	·
CC(=O)Nc1cccc(C(=O)N/N=C/c2cccnc2)c1	-4%	-9%	0%	-4%	0.0%	16%	i	39%[activator]	-0.7
CCN1C(=O)[C@@H]2[C@@H](c3ccc(SC4CCCCC4)cc3)N3CCC[C@@]3(C(=O)OC)[C@@H]2C1=O	-4%	7%	-18%	-3%	0.1%	-3%	i	2%	-1.1
CCN1C[C@@H]2[C@@H]3C(=O)N(Cc4ccccc4)C(=O)[C@@H]3[C@](C)(C1=O)N2C(=O)c1ccc(F)cc1	0%	1%	6%	·	-0.7%	1%	i	?	2.1
O=C(N/N=C/c1ccc([N+](=O)[O-])o1)c1cc2ccccc2o1	-6%	·	0%	0%	?	-127%	i	6.3µM*	-1.3
Cc1cccc(NC(=O)NC2CC3CCC(C2)N3Cc2ccco2)c1 (stereo not drawn)	11%	3%	14%	0%	-0.1%	1%	i	11%	1.1
CC(=O)CC1c2cc(F)ccc2C=C(c2ccsc2)N1c1ccc(-c2cccnc2)cc1 (stereo not drawn)	·	2%	·	·	3.9%	·	i	·	1.8

Ordered by SMILES length (smallest number first): 5 of the compounds above
SMILES	A549 viability	Abeta rescue	Nrf2 block	MmCpn inh	Nrf2 activator	HepG2 tox	Akt phos inh	TGFb inhibitor	CCT modulator
CSc1nc2c(c(-c3ccccc3)c1C#N)CCC2	4%	-3%	0%	·	0.2%	-23%	·	?	-0.3
Cc1ccc(NC(=O)CSc2nncc3ccccc23)cc1	1%	?	-30%	0%	-0.6%	-1%	i	19%	-3.5
Cc1ccc(OCC(=O)N/N=C/C=C/c2ccco2)cc1C	-6%	-16%	10%	1%	?	-4%	i	-16%	-6.5
CC(=O)CC1c2cc(F)ccc2C=C(c2ccsc2)N1c1ccc(-c2cccnc2)cc1 (stereo not drawn)	·	2%	·	·	3.9%	·	i	·	1.8
CCN1C(=O)[C@@H]2[C@@H](c3ccc(SC4CCCCC4)cc3)N3CCC[C@@]3(C(=O)OC)[C@@H]2C1=O	-4%	7%	-18%	-3%	0.1%	-3%	i	2%	-1.1

Next part:
SMILES	A549 viability	Abeta rescue	Nrf2 block	MmCpn inh	Nrf2 activator	HepG2 tox	Akt phos inh	TGFb inhibitor	CCT modulator
CCCCCSc1nnc(-c2cc(Br)ccc2N)c(=O)[nH]1	3%	18%	12%	-6%	0.3%	-21%	i	-1%	-1.8
COC(=O)CN(C(=S)Nc1ccccc1)C1CC(=O)N(c2ccc(OC)cc2)C1=O (stereo not drawn)	0%	?	0%	1%	2.0%	0%	i	2%	-2.0
CCc1ccc(OC)c(S(=O)(=O)NCc2cccs2)c1	?	1%	-9%	2%	-0.4%	-27%	i	3%	1.1
CN(C)c1nc(-c2cccs2)cc(C(F)(F)F)c1C#N	0%	-18%	-12%	-2%	4.8%	-28%	i	-18%	-2.1
Cc1ccc(S(=O)(=O)N(C)c2ccc(OC(=O)c3cc(=O)[nH]c4ccccc34)cc2)cc1	-7%	-25%	14%	0%	-1.0%	-11%	i	-7%	-0.6
O=C(NCCCc1ccccc1)C1CCC(CNc2c(N3CCCCC3)c(=O)c2=O)CC1 (stereo not drawn)	-1%	-14%	-19%	1%	-0.1%	-7%	i	3%	-1.0
CC1Nc2ncnc(N3CCc4ccccc4C3)c2N(Cc2ccccc2)C1=O (stereo not drawn)	·	12%	·	·	6.1%	-27%	i	?	0.5
FC(F)(F)c1cc(-c2cccs2)nc(-n2cc(Cl)cn2)n1	0%	6%	-23%	-3%	?	-23%	i	-19%	-0.4
OC(c1cccc(Cl)c1)c1nc(-c2cccc3cccnc23)cs1 (stereo not drawn)	·	?	·	·	0.3%[9.22 µM]	-13%	i	-17%	-0.7
Cc1nc2ccc(NC(=S)N3CCC(C)CC3)cc2nc1C	-6%	-1%	25%	-5%	0.2%	4%	i	0%	0.8
C=CCn1c(=O)c(C(=O)Nc2ncccc2C)c(O)c2ccccc21	·	-37%[inhibitor]	·	·	24%	-17%	i	-10%	1.2
COc1ccc2c(c1)C(=O)N1[C@H]3c4cc(OC)ccc4OC[C@@H]3[C@H](c3ccccc3)[C@]1(C)C(=O)N2	-5%	-1%	?	-3%	-1.9%	2%	i	?	-0.5
O=C1C=C(O)c2cccc(O)c2C1=O	-23%	-40%	-27%	2%	3.4%	3%	i	-1%	-1.6
CCOc1ccc(-c2csc(Cn3c(CN4CCN(C)CC4)nc4ccccc4c3=O)n2)cc1	-3%	-13%	-12%	-3%	5.0%	-41%	i	?	-0.5
Cc1ccc(SCC(=O)OCC(=O)NCCc2ccccc2)cc1	9%	-16%	0%	-1%	-0.2%	-3%	i	0%	-1.4
COc1ccc(OC)c(NC(=O)CSc2nc3nc(C)cc(C)n3n2)c1	4%	0%	10%	-2%	-0.6%	1%	i	8%	-2.3
CCOc1ccc(-c2cc(C(=O)NCCCN3CCOCC3)c3ccccc3n2)cc1	4%	0%	8%	-2%	3.9%	0%	i	-2%	-0.4
Cc1cc2ccccc2n2c(SCC(=O)Nc3ccc(S(=O)(=O)N4CCC(C)CC4)cc3)nnc12	1%	-7%	?	-1%	0.0%	2%	i	?	-3.2
Cc1ccc(S(=O)(=O)N(CC(=O)Nc2ccc(F)cc2)C(=O)N2CCN(C)CC2)cc1	0%	-6%	5%	1%	0.1%	-8%	i	-47%	-2.8
CCn1cc(Cl)c(C(=O)Nc2c(C)nn(Cc3c(F)c(F)c(F)c(F)c3F)c2C)n1	-1%	5%	-5%	-2%	0.3%	-1%	i	0%	0.7
Cc1ccc2c(c1)c1c(n2CC(O)Cn2nc(C)c(Br)c2C)C(=O)CCC1 (stereo not drawn)	3%	-3%	4%	?	-0.3%	-5%	i	31%[activator]	-1.9
CCC(CC)=NNc1ccc(S(N)(=O)=O)cc1[N+](=O)[O-]	-6%	7%	-21%	-1%	3.9%	2%	i	-1%	-0.3
NC(=O)c1ccc(NS(=O)(=O)c2ccc(S(=O)(=O)N3CCCC3)cc2)cc1	·	9%	·	·	-2.0%	-7%	i	-6%	-1.4
COc1ccc(OC)c(-n2cnc3cc(C(=O)NC4CCCCCC4)ccc32)c1	-2%	-4%	·	·	6.1%	-3%	·	1%	·
S=C(NCC1CCCO1)N1CCN(c2ccc(Cl)c(Cl)c2)CC1 (stereo not drawn)	-21%	17%	15µM*	4%	0.3%	-2%	i	-22%	-1.1
Cc1ccc(C)c(NC(=O)NC2CCCCCCC2)c1	0%	10%	0%	-1%	-0.2%	6%	i	-4%	0.0
